HT1080NT lethal = kills 2HG-producing HT-1080-NT fibrosarcoma cells; HT-1080-NT fibrosarcoma viability, CellTiter-Glo ATP luminescence, 48 h; AID 686970; Potency, µM (highest dose often 46.1 µM), without a hit: at the top dose activity, negative = less viability, usual class: cytotoxic; actives 1.6% (n = 360,000);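 also: NT is the 2HG producing partner of a matched IDH1 knockdown line; potency is read from the fitted curve at half-maximal effect; 0% = DMSO-treated cells and -100% = media-only wells without cells; nearly all actives have a fitted effect of over 55% in size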
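Read-out is CellTiter-Glo luminescence after 10 minutes at room temperature, following 48 hours' compound treatment of HT-1080-NT cells (750 cells/well, RPMI, 5% FBS, 37 degrees C).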
D3 ag = D3 dopamine receptor (human) agonism. AID 652048. max activation, %. P35462. actives 0.58% (n = 410,000). D3R DiscoveRx beta-arrestin cells, luminescence, 90 min; in the data active = max activation above about 30%; also: 0% is about no effect; mostly tested at two doses, the higher about 12 µM
Target sequence (P35462 whole entry, looked up): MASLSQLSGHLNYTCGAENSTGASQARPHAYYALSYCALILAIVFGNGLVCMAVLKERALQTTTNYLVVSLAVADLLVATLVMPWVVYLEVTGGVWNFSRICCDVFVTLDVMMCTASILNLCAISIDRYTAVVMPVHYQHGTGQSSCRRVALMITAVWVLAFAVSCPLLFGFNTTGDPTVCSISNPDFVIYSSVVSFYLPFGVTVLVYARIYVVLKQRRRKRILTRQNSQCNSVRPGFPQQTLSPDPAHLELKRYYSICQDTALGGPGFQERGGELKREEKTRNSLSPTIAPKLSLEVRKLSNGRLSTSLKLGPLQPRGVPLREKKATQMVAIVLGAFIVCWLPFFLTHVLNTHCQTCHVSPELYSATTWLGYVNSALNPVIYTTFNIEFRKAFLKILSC
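Cells at 1500/well, incubated overnight, then treated with pinned compounds (dopamine as control) for 90 min at 37 degrees C. DiscoveRx reagent added for 30 - 60 minutes at room temperature; luminescence read.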
KB-V1 cytotox = kills drug-selected multidrug resistant KB-V1 cells; KB-V1 MDR cells viability, CellTiter-Glo, 72 h; Potency, µM (titrated, usually from 46.1 µM), inactives show at the highest dose activity change, negative = cytotoxicity, most hits filed as cytotoxic; actives 3.4% (n = 400,000); also: potency is read from the fitted curve at half-maximal effect; % is scaled to controls: 0 for no effect and ±100 for the full control effect; nearly all actives have a fitted effect of over 60% in size
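In this primary screen, KB-V1 cells overexpressing P-gp are incubated with library compounds (lowest to highest concentration) for 72 h at 37 degrees C before a luminescent ATP viability read.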
SW480 rereplic = induces DNA re-replication in SW480 colon adenocarcinoma cells | SW480 DNA re-replication, Hoechst DNA content imaging, 48 h | Potency, µM (top dose mostly 46.1 µM), inactives show at the top dose re-replication activation, hits mostly activators | actives 1.8% (n = 340,000) | AID 624297; also: potency is read from the fitted curve at half-maximal effect; % of control where 0% means no effect; nearly all actives have a fitted effect of over 55% in size
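SW480 cells exposed to compounds for 48 hr at 37 C, 5% CO2, then Hoechst-stained 40 min. Nuclear DNA content imaged by fluorescence scanning (405 nm excitation, 500-530 nm emission); re-replication scored as increased high-intensity nuclei.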
HT1080 IDH1KD tx = kills HT-1080 cells with IDH1 knockdown; HT-1080 IDH1 knockdown viability, ATP luminescence, 48 h; Potency, µM (series often up to 46.1 µM), for inactives: top-dose activity, negative = toxicity, actives largely listed as cytotoxic; actives 2% (n = 360,000);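 also: potency is read from the fitted curve at half-maximal effect; 0% = DMSO wells and -100% = cell-free medium wells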
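Cytotoxicity counter-line: IDH1KD HT-1080, 48 h, CellTiter-Glo. Curves classed by r2, magnitude and activity.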
MCF10A rerep = DNA re-replication induction in MCF 10a cells. MCF 10A DNA re-replication, Hoechst nuclear intensity, 48 h. Potency, µM (series often up to 46.1 µM), inactives show top-dose activity, positive = re-replication, most hits filed as activators. actives 2.9% (n = 350,000). AID 624296; also: potency is read from the fitted curve at half-maximal effect; % of control where 0% means no effect; nearly all actives have a fitted effect of over 50% in size
HEK293 tox = cytotoxicity in counter-screen for GLP-1R inverse agonists; actives 0.13% (n = 410,000); HEK293 cAMP-luciferase reporter cells, luminescence, 24 h; Potency, µM (titrated, usually from 38.3 µM), for inactives: top-dose activity change, negative = inhibition, actives largely listed as inhibitors;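 also: loss of luciferase light is scored as toxicity; potency is read from the fitted curve at half-maximal effect; % is scaled to controls: 0 for no effect and ±100 for the full control effect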
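Quantitative HTS format, 1536 wells, 200 cells/uL seeded. Compounds: 23 nL, 24 h, 37 °C. Detection: luciferase reagent, luminescence at 12 min RT; decreased signal taken as cytotoxic.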
KB-3-1 cytotox = kills parental KB-3-1 adenocarcinoma cells; KB-3-1 viability, CellTiter-Glo ATP luminescence, 72 h; Potency, µM (series often up to 46.1 µM), for the others: at the top dose activity change, negative = cytotoxic, usual class: cytotoxic; actives 1.4% (n = 400,000); AID 1347075; also: potency is read from the fitted curve at half-maximal effect; % is scaled to controls: 0 for no effect and ±100 for the full control effect; nearly all actives have a fitted effect of over 60% in size
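KB-3-1 cells, DMEM (no phenol red) + 10% FBS; compound by pin transfer, 72 h, 37 °C. Readout: CellTiter-Glo luminescence after 10 min. Data normalized, curve-fitted.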
IL-1B inflam inh = inhibitors of inflammasome signaling (IL-1 beta secretion); THP-1 LPS/ATP IL-1B secretion, AlphaLISA, 16 h; active compounds read low; activity change, % at 57.5 µM; actives 4.7% (n = 360,000); in the data active = activity change below about -50%; inconclusive = mostly about -30% to -49%; also: % is scaled to controls: 0 for no effect and ±100 for the full control effect
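THP-1 cells pretreated 1 hr with compounds (up to 57.5 uM final), then stimulated with LPS (250 ng/mL final) plus ATP (1.25 mM final); secreted IL-1B measured by AlphaLISA after 16 hr, decreased signal indicating inhibition.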
Active calls of the source: *; ? = inconclusive; · = no result given; [ ] = dose if it differs, or a comment. Unless noted, calls follow the shape of the dose curve; as a rule, active = well fitted curve in the direction sought with a large enough effect; inconclusive = small, poorly fitted or top-dose-only effect, or another doubt; inactive = no such curve, though single readings can be large; an effect the other way counts as inactive or inconclusive.

structure,HT1080NT lethal,D3 ag,KB-V1 cytotox,SW480 rereplic,HT1080 IDH1KD tx,MCF10A rerep,HEK293 tox,KB-3-1 cytotox,IL-1B inflam inh
O=C(OCCN1CCCCC1)c1cccc(Cl)c1,-1%,-6,3%,3%,14%,11%,-9%,6%,-2
O=C(Cc1cccs1)NC1(C(=O)NC2CCCC2)CCCCC1,2%,-8,-21%,6%,-9%,-1%,10%[1.53 µM],-3%,-1
CC1CCN(C(=O)C2CCCN(S(C)(=O)=O)C2)CC1 (stereo not drawn),4%,11,-11%,0%,0%,0%,19%,-2%,7
Cc1cc(NC(=O)c2ccccc2Cl)no1,5%,0,19%,-6%,9%,0%,14%,2%,-4
Cc1nn(-c2ccc(Cl)cc2)c(=O)c2c(C)noc12,1%,15,0%,2%,12%,1%,-6%,2%,30
NC(=O)CC1(c2ccccc2)CCCCC1,5%,5,14%,·,12%,·,-8%,26%,13
CCOC(=O)N1CCN(C(=O)c2ccc(Cn3c(=S)[nH]c4ccc(Br)cc4c3=O)cc2)CC1,-4%,17,-32%,?,11%,4%,-1%,?,-63*
O=C(Cc1sc(-c2ccccc2Cl)nc1-c1ccccc1)Nc1ccc(F)cc1,11%,-15,-7%,19%,15%,?,-8%,?,-7
c1ccc(-c2noc(-c3cccc4ccccc34)n2)cc1,-1%,-10,-8%,0%,-4%,8%,33%[activator],-3%,36
CCOC(=O)C1CCN(C(=O)CN(Cc2ccc(Cl)cc2)S(C)(=O)=O)CC1,-1%,-8,?,-7%,-3%[9.24 µM],-1%,36%[activator],-2%,3
COc1ccccc1OCCC(=O)N1CCN(c2ccccc2OC)CC1,-6%,8,-15%,0%,-15%,-14%,8%,0%,4
CC(C)(C)OC(=O)N1CCC(NC(=O)c2[nH]cnc2C(=O)Nc2cccc(Cl)c2)CC1,13%,66*,?,1%,10%,-11%,2%,-27%,-58*
O=C(NCCCn1ccnc1)c1ccccc1NS(=O)(=O)c1ccc(F)c(F)c1,-25%,-31,14%,0%,?,-16%,2%,-9%,-2
Cc1ccc(Nc2c3c(nc4ncnn24)CC(C)CC3)cc1 (stereo not drawn),4%,0,-23%,-2%,-2%,1%,-9%,0%,-7
COc1ccc(NC2CCCN(C(=O)CCC(=O)c3ccc(F)cc3)C2)cc1 (stereo not drawn),13%,1,-14%,-2%,5%,-3%,-1%,22%,0
COc1cccc(/C=N/NC(=O)c2c(-c3ccccc3)noc2C)c1O,-24%,3,-29%,?,?,?,?,?,116
OCCCNc1c2c(nc3cc(-c4ccc(Cl)cc4)nn13)CCC2,10%,0,1%,-36%[inhibitor],2%,9%,8%,10%,?
COC(=O)c1ccccc1NC(=O)CSc1nnc(-c2cccnc2)o1,9%,-7,-6%,-6%,25%,0%,4%,-2%,19
CCOc1ccc(-c2cc(C(=O)NCc3ccc(F)cc3)[nH]n2)c(C)c1,-10%,-12,-5%,·,6%,·,1%,-1%,?
O=C(Nc1ccc(F)c(Cl)c1)Nc1nnc([C@H]2C[C@H](O)[C@@H](CO)O2)s1,-2%,-2,-2%,·,15%,·,2%,15%,0
COc1ccccc1/C=C(/C(=O)OCC(=O)Nc1cc(C)ccc1C)c1ccccc1,-2%,5,-9%,9%,-1%,2%,-3%,-14%,-20
O=C(O)c1cc2c(cc1NC(=O)c1ccccc1C(F)(F)F)OCCCO2,2%,-7,-9%,-20%,-1%,7%,0%,-4%,-12
CCOC(=O)C(Cc1ccccc1)C(=O)Nc1nccs1 (stereo not drawn),2%,4,?,6%,5%,-6%,-4%,8%,24
COc1cccc(C2=NOC(C(=O)NCCCn3ccnc3)C2)c1 (stereo not drawn),-6%,-5,-6%,-2%,-1%,-2%,3%,14%,-12
O=S1(=O)NC2CCCCCN2c2ccc(F)cc21 (stereo not drawn),-2%,7,9%,-12%,1%,-5%,-3%,8%,8
COc1ccc(CC(=O)OCC(=O)NCc2ccccc2Cl)cc1OC,5%,2,7%,-10%,16%,2%,0%,3%,2
CC1CC(C)CN(S(=O)(=O)c2ccc(NC(=O)[C@@H]3CCCN3C(=O)c3cccs3)cc2)C1 (stereo partly drawn),-5%,0,8%,-2%,-23%,9%,-7%,-1%,9
COc1ccc(OC)c(-n2cnc3cc(C(=O)O)ccc32)c1,10%,10,23%,-2%,10%,-2%,-8%,-3%,8
COCCCNC(=O)COc1ccc(S(=O)(=O)Nc2ccccc2)cc1,7%,4,-14%,-4%,0%[9.24 µM],7%,14%,3%,15
CCc1ccc(C(=O)CN2C(=O)NC3(CCCCCC3)C2=O)cc1,-6%,-5,-4%,10%,-14%,?,-1%,-16%,-27
N#CCC(=O)N/N=C/c1cn(Cc2ccccc2C#N)c2ccccc12,-1%,4,0%,-15%,5%,-1%,19%,10%,29
O=C(CN1C(=O)COc2ccccc21)N1CCc2ccccc2C1,-3%,-9,?,-3%,-3%,-1%,13%,-7%,5

Fetched by structure from the entries so far (5):
structure,HT1080NT lethal,D3 ag,KB-V1 cytotox,SW480 rereplic,HT1080 IDH1KD tx,MCF10A rerep,HEK293 tox,KB-3-1 cytotox,IL-1B inflam inh
O=C(Cc1cccs1)NC1(C(=O)NC2CCCC2)CCCCC1,2%,-8,-21%,6%,-9%,-1%,10%[1.53 µM],-3%,-1
O=C(Cc1sc(-c2ccccc2Cl)nc1-c1ccccc1)Nc1ccc(F)cc1,11%,-15,-7%,19%,15%,?,-8%,?,-7
Cc1ccc(Nc2c3c(nc4ncnn24)CC(C)CC3)cc1 (stereo not drawn),4%,0,-23%,-2%,-2%,1%,-9%,0%,-7
O=S1(=O)NC2CCCCCN2c2ccc(F)cc21 (stereo not drawn),-2%,7,9%,-12%,1%,-5%,-3%,8%,8
CCOc1ccc(-c2cc(C(=O)NCc3ccc(F)cc3)[nH]n2)c(C)c1,-10%,-12,-5%,·,6%,·,1%,-1%,?

(cont.)
structure,HT1080NT lethal,D3 ag,KB-V1 cytotox,SW480 rereplic,HT1080 IDH1KD tx,MCF10A rerep,HEK293 tox,KB-3-1 cytotox,IL-1B inflam inh
COC(=O)c1ccc(/C=N/OCC(=O)NC2CCCCCCC2)cc1,-12%,1,-17%,0%,-15%,28%,-3%,28%,38
CC(=O)N/C(=C\c1ccccc1)C(=O)OC(C)C(=O)NCc1ccccc1 (stereo not drawn),0%,3,-1%,-17%,2%,0%,-5%,-2%,4
CCC(=O)OC1=CN(Cc2ccccc2)S(=O)(=O)c2ccccc21,·,6,16%,·,·,·,-2%,2%,·
CC12CCC(=O)C=C1CCC1C2CCC2(C)C1CC1C3C(=O)N(Cc4ccccc4)C(=O)C3CC(=O)C12 (stereo not drawn),4%,-15,-6%,?,12%,?,-5%,-8%,-13
Cc1ccc(C)c2[nH]c(=O)c(CN(Cc3ccco3)C(=S)NCC3CCCO3)cc12 (stereo not drawn),0%,1,?,0%,-14%,-1%,-2%,-5%,-3
COc1cccc(NC(=S)N2CCC(C(=O)c3ccc(F)cc3)CC2)c1,-2%,-5,2%,-1%,0%,?,-3%,-3%,?
O=C(Nc1ccc(C(F)(F)F)cc1)C1(c2cccs2)CCOCC1,·,-6,17%,·,·,·,-2%,-7%,·
Cc1ccccc1-c1nc(CS(=O)CC(=O)NCCCN(C)c2ccccc2)c(C)o1 (stereo not drawn),4%,0,?,-2%,4%,17%,6%,-10%,-4

Quoted from the listing.
COC(=O)c1ccc(/C=N/OCC(=O)NC2CCCCCCC2)cc1 in D3 ag has 1
O=C(Nc1ccc(C(F)(F)F)cc1)C1(c2cccs2)CCOCC1 in KB-3-1 cytotox has -7%
CC12CCC(=O)C=C1CCC1C2CCC2(C)C1CC1C3C(=O)N(Cc4ccccc4)C(=O)C3CC(=O)C12 (stereo not drawn) in IL-1B inflam inh has -13
Cc1ccc(C)c2[nH]c(=O)c(CN(Cc3ccco3)C(=S)NCC3CCCO3)cc12 (stereo not drawn) in SW480 rereplic has 0%

(next part)
structure,HT1080NT lethal,D3 ag,KB-V1 cytotox,SW480 rereplic,HT1080 IDH1KD tx,MCF10A rerep,HEK293 tox,KB-3-1 cytotox,IL-1B inflam inh
CCc1ccccc1N1CC(c2nc3ccccc3n2CCOc2ccc(Cl)c(C)c2)CC1=O (stereo not drawn),·,-11,-29%,·,·,·,?,?,·
CN1CC=C2C(C#N)=C(N)C(C#N)(C#N)[C@H](c3cccc(Cl)c3)C2C1 (stereo partly drawn),-7%,-16,-15%,-2%,-13%,7%,107%[activator],-20%,-3
CC(C)C(=O)NC(C)C(c1cccs1)N1CCN(C)CC1 (stereo not drawn),9%,8,-19%,-3%,-2%,-2%,-6%,-4%,16
CC(=O)c1ccc(NC(=O)CCn2c(=O)oc3ccccc32)cc1,2%,-7,2%,-6%,3%,1%,3%,20%,-6
O=C(NCCN1CCN(c2cccc(Cl)c2)CC1)C1CCCN(S(=O)(=O)c2cnc[nH]2)C1 (stereo not drawn),-4%,6,33%,-12%,3%,?,-24%,-8%,16
